TPT1 inh: blocks Candida albicans tRNA 2'-phosphotransferase; recombinant caTPT1, FP RNA substrate dephosphorylation; inhibition, % at 5 µM; 300,000 tested, 0.81% active;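 active = inhibition above the mean of all tested compounds plus 3 SD, set per screening campaign, cut at about 24% in these data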;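 note: plate controls were DMSO alone for no effect and ferristatin control at 100 nM for full effect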
Fh CTSL1 inh: counter-screen for PFM18AAP inhibitors: inhibitors of F. hepatica cathepsin L1. recombinant F. hepatica cathepsin L1, Z-Leu-Arg-MCA fluorescence. inhibition, % at 5.96 µM. 300,000 tested, 0.49% active;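 active = inhibition above the mean of all tested compounds plus 3 SD, set per screening campaign, cut at about 17% in these data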;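 note: 0% = plate median of test compound wells and 100% = 1 µM Z-Phe-Ala-diazomethylketone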
HCV core dimer: HCV core protein dimerization inhibition. inhibition, % at 5 µM. TR-FRET GST/Flag-core106 dimerization, 1536-well. 300,000 tested, 0.33% active;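 active = inhibition above the mean of all tested compounds plus 3 SD, set per screening campaign, cut at about 45% in these data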
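Material: GST/Flag-tagged HCV core106 proteins. Incubation: 4 h, 22.5 °C incubation. Read-out basis: inhibition (%) from 671 over 617 nm ratio. Measured by: TR-FRET, excitation 340 nm, emission 617 and 671 nm.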
PP1 inh: counter-screen for PP5 inhibitors: inhibitors of human PP1-alpha; P62136; purified PP1alpha, OMFP fluorescence; inhibition, % at 6.7 µM; 320,000 tested, 0.9% active; AID 2235;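 active = inhibition above the mean inhibition of all tested compounds plus 3 SD, computed separately for each screening campaign, cut at about 15% in these data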
proCasp7 act: counter-screen: procaspase-7 (human) activation. 330,000 tested, 0.093% active. P55210. recombinant procaspase-7, Ac-DEVD-pNA absorbance 405 nm; D23A/D198A/D206A triple mutant, cannot self-cleave; scale: DMSO 0, 5 µM enzyme 100. activation, % at 8.5 µM;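 active = percent activation above the screen-wide mean plus 3 SD, cut at about 25% in these data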
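signal = Epi-absorbance of released pNA at 405 nm, two timepoints | assay system = Uncleavable procaspase-7 mutant enzyme | reagent = Ac-DEVD-pNA substrate, 400 µM as added | times = 1 h enzyme–compound preincubation and 2 h substrate reaction, both 25 °C | benchmarks = low DMSO alone, high DMSO plus 5 µM PC-7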
proCasp3 act: procaspase-3 (human) activation | P42574 | recombinant procaspase-3 D3A, Ac-DEVD-pNA absorbance 405 nm | activation, % at 8.5 µM | 330,000 tested, 0.11% active | AID 463141;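 active = activation above the mean of all tested compounds plus 3 SD, cut at about 21% in these data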;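 note: 0% = DMSO alone and 100% = DMSO wells spiked with extra 5 µM PC-3 D3A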
Target sequence (P42574 whole entry D9A/D28A/D175A): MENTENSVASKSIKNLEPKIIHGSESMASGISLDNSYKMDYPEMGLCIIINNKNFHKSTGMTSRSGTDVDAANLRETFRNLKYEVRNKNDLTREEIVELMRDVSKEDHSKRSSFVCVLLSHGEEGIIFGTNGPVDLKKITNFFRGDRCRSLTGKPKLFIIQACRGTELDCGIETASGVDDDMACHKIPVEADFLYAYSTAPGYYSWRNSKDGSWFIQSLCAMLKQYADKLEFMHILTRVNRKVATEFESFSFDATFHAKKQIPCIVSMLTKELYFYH
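Assay system: Procaspase-3 D3A mutant, all three cleavage aspartates alanine. Buffer or medium: Zinc-free HEPES saline buffer with Triton X-100. Times: 1 h compound preincubation, 2 h substrate hydrolysis at 25 °C. Measured by: 405 nm absorbance of p-nitroaniline, reads at 0 and 120 min. Read-out basis: percent activation relative to control range. Replicates: singlicate.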
GASC-1 inh: human JMJD2C demethylase inhibition. AID 2099. inhibition, % at 2.35 µM. GST-JMJD2C(1-420) H3K9me3 demethylation, DELFIA europium. 330,000 tested, 0.069% active. Q9H3R0;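 active = more than half of a compound's replicate wells show inhibition beyond 50%, single wells judged on their own value; inconclusive = some, but no more than half, of replicates pass 50% inhibition; inactive = no replicate passes 50% inhibition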;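 note: signal counts dimethyl H3K9 product captured on neutravidin plate; 0% = median of DMSO wells and 100% = 0.3 times that DMSO median; strong numbers were not always called active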
Efflux pump mplx: inhibitors of Candida antifungal efflux pumps expressed in yeast | S. cerevisiae Candida pump triplex, Nile Red efflux | inhibition, % at 10 µM | 330,000 tested, 0.44% active | AID 485275;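 active = plate passing quality check with inhibition over a set limit, or well fluorescence over plate mean plus 4 SD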;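 note: Nile Red retained in pooled yeast measured as flow cytometry median fluorescence; 0% = buffer negative control and 100% = Enniatin B positive control; higher means more Nile Red kept so more efflux inhibition; some compounds called inactive have numbers as strong as hits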
PP5 primary: inhibitors of human protein phosphatase 5 (PP5); P53041; purified PP5c, OMFP substrate fluorescence; inhibition, % at 6.7 µM; 320,000 tested, 0.18% active;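 active = inhibition above the campaign's mean inhibition across all tested compounds plus 3 SD, cut at about 9.5% in these data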;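 note: 0% = DMSO only and 100% = 100 µM cantharidin control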
Target sequence (P53041 whole entry, looked up): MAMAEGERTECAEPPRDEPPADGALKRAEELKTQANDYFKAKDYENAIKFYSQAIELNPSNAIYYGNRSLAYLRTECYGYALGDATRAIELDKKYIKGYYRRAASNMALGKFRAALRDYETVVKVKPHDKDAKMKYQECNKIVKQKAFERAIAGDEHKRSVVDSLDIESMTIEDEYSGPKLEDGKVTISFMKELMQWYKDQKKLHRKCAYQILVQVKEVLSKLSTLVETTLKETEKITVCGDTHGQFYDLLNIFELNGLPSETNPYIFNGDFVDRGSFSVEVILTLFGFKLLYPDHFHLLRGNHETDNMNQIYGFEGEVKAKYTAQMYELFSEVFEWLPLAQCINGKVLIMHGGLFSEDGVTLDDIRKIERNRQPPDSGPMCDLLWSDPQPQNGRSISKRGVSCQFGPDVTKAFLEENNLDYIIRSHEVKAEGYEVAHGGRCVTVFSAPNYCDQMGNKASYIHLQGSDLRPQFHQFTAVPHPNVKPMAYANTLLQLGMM
Numbers without * were called inactive; ? = inconclusive; nt = no result given; & = joins results of further samples.

Compound,TPT1 inh,Fh CTSL1 inh,HCV core dimer,PP1 inh,proCasp7 act,proCasp3 act,GASC-1 inh,Efflux pump mplx,PP5 primary
Cc1ccc(CC(=O)Nc2ncc([N+](=O)[O-])s2)cc1,-3,6,-3,-1,3,-1,1,-0.1,0.0
O=C(Nc1ccc([N+](=O)[O-])cc1)c1cncc(Br)c1,-1,1,-1,-1,7,3,-1,0.1,2.8
CC(=O)Nc1ccc(S(=O)(=O)N2CCN(C(=O)N3CCCC3)CC2)cc1,-3,5,-5,-2,-1,6,-13,-0.1,-1.3
N#Cc1ccc(C(=O)NCC(c2ccco2)N2CCCC2)cc1 (stereo unspecified),-1,1,1,-1,4,16,2,-0.1,2.1
CC(=O)c1sc2nc(-c3ccco3)ccc2c1N,1,8,2,4,-32,-32,-5,0.2,1.1
COc1ccc(NC(=O)CCCn2cc([N+](=O)[O-])cn2)cc1,-1,-6,-4,0,4,-6,7,0.0,-0.4
CCN1CCN(c2cc(C(C)(C)C)nc3c(-c4ccccc4)c(C)nn23)CC1,3,-2,-6,0,0,-2,-7,0.3,1.2
Cc1ccc(NC(=O)c2ccc(S(=O)(=O)N3CCOCC3)cc2)c(C)c1,0,-1,6,-2,11,0,1,-0.6,0.8
N#CC1=C(N)Nc2ncnn2C1c1ccccc1 (stereo unspecified),1,1,-2,-2,-7,-1,-8,0.3,-0.7
CCC(=O)Nc1ccc(N2CCN(S(C)(=O)=O)CC2)cc1,-1,-2,0,-2,4,4,6,0.1,-2.0
Cc1ccc(N2C(=O)C3CC(c4ccccc4)=C4C5C=CC(C6C(=O)N(c7ccc(C)cc7)C(=O)C56)C4C3C2=O)cc1 (stereo unspecified),-3,0,28,0,-3,-3,-5,0.0,-3.6
CC1CCCCN1S(=O)(=O)c1cccc(S(=O)(=O)N2CCOCC2)c1 (stereo unspecified),-1,0,-4,2,4,-1,-8,0.1,-0.1
Cc1sc2ncnc(NCc3cccs3)c2c1C,4,-4,3,0,3,2,3,0.1,1.3
CNC(=S)N/N=C/c1ccc(OCc2ccccc2)c(Br)c1,-1,-1,17,1,-9,2,-3,-0.8,-0.9
COc1cccc2c(=O)n(CC(=O)NCCc3ccccc3)ccc12,2,2,4,-5,8,1,0,-0.2,0.5
Cc1cc(NC(=O)CSc2nnc(-c3ccncc3)n2C)n(-c2ccccc2)n1,0,-2,-2,-4,11,-2,-16,0.1,3.2
CCN1CCN(CCCNC(=O)C2c3ccccc3C(=O)N(c3ccc(OC)cc3)C2c2ccc(OC)cc2)CC1 (stereo unspecified),-3,-5,5,1,-4,5,-2,-0.1,1.4
Cc1ccc(C2C3=C(CC(C)(C)CC3=O)OC3=C2C(=O)CC(C)(C)C3)cc1,1,1,2,7,4,1,7,0.1,-2.0
S=C(Nc1ccccc1Cl)N1CCCCC1,1,0,-2,-3,-9,0,-2,0.1,-0.1
Clc1ccc(-c2csc(N3CCC(c4ccccc4)C3)n2)cc1 (stereo unspecified),-5,-2,6,0,5,2,7,0.1,2.0
CCCc1nc(SCC(=O)Nc2ccc(N3CCOCC3)cc2)c2ccccc2n1,-1,-1,6,-3,2,10,-7,0.3,0.7
O=C(NCCCCNC(=O)c1ccc(Cl)s1)c1ccc(Cl)s1,1,1,-2,0,1,6,1,-0.1,0.8
NC(=O)Cn1c(-c2nonc2N)nc2ccccc21,8,2,-2,-6,-5,-6,-3,0.0,-3.2
CC1=C(C(=O)N2CCOCC2)C(c2ccc(OC(F)F)cc2)NC(=S)N1c1ccccc1 (stereo unspecified),-3,2,3,-5,5,2,-7,0.1,-4.3

Part of the list above with just GASC-1 inh:
compound,GASC-1 inh
Clc1ccc(-c2csc(N3CCC(c4ccccc4)C3)n2)cc1 (stereo unspecified),7
CCCc1nc(SCC(=O)Nc2ccc(N3CCOCC3)cc2)c2ccccc2n1,-7
O=C(NCCCCNC(=O)c1ccc(Cl)s1)c1ccc(Cl)s1,1

Additional compounds:
Compound,TPT1 inh,Fh CTSL1 inh,HCV core dimer,PP1 inh,proCasp7 act,proCasp3 act,GASC-1 inh,Efflux pump mplx,PP5 primary
COc1ccccc1CCNC(=O)C1CCC(=O)N(C2CC2)C1 (stereo unspecified),-3,0,-3,0,6,-1,0,-0.3,-0.9
CC(C)CCNC(=O)Cc1csc(-c2ccccc2)n1,7,2,7,2,-7,-1,-12,0.0,3.0
COc1ccc(CNCCC(c2ccc(OC(C)C)cc2)c2ccccc2OC)cc1OC (stereo unspecified),0,0,-6,4,2,6,-11,0.0,-0.2
CCOC(=O)N1CCC(NS(=O)(=O)c2cc3c(cc2Cl)NC(=O)CO3)CC1,0,-3,3,4,4,6,-20,0.0,-0.6
CC1=C(C(=O)Nc2ccccc2)C(c2ccc(C)o2)N2C(=O)CSC2=N1 (stereo unspecified),5,-1,1,-3,3,0,11,0.0,0.6
CC1C/C(=N/N2C(=O)CSC2=S)CC(C)(C)C1 (stereo unspecified),6,3,-1,-3,-26,-13,-6,0.0,2.7
CN(C)c1ccc(/C=N/NC(=O)CNC(=O)c2ccco2)cc1,-3,4,-7,-3,5,-1,-2,0.1,-0.2
CCOc1ccc(NC(=O)CN(C)c2ccc(S(=O)(=O)N3CCOCC3)cn2)cc1OCC,-3,-2,-4,-3,7,7,-5,0.0,1.3
C=C(C)Cn1c(C)cc(C)c(S(=O)(=O)c2ccc(C)cc2)c1=O,0,-4,12,-2,6,8,2,0.1,6.4
Cc1cc(C(=O)CSc2nnc(-c3ccccc3)n2C)c(C)n1C,-4,2,14,-4,-2,0,8,0.0,-0.3
S=c1[nH]nc(COc2ccccc2)n1/N=C/c1ccco1,-8,2,-8,0,-9,-1,-16,0.0,-2.1
Cc1ccc(C(=O)/C=C/c2ccc(-c3ccc(C)cc3)o2)cc1,39*,28*,32,1,-19,-21,-13,0.1,2.0
N#C/C(=C\c1cc([N+](=O)[O-])c(N2CCCCC2)cc1N1CCCCC1)c1nn(-c2ccccc2)c(N)c1C#N,-2,-1,10,-5,5,5,-2,0.2,-0.4
COc1c(C)c2c(c(O)c1C/C=C(\C)CCC(=O)O)C(=O)OC2,2,1,-1,-1,-2,6,?,-0.1,-1.4
CC(C)CCN1CCN(Cc2cccn2-c2ccccn2)CC1CCO (stereo unspecified),-3,-6,-1,4,8,8,11,-0.2,1.1
O=S(=O)(NCc1cc(-c2ccccc2)no1)c1ccc(Cl)cc1,2,-3,-2,0,-13,-4,-10,-0.2,4.5
CCCCNC(=S)NC(C)(C)CO,-3,-3,-16,-1,-9,6,-4,-0.1,-0.6
Cc1ccc(C(=O)N2CCN(S(=O)(=O)N3CCCCCC3)CC2)cc1,1,-2,8,-1,-4,2,-4,-0.1,-1.9
CCOc1ccc2c(c1)c(N=O)c(O)n2C,2,-1,-10,-4,-7,-4,10,-0.1,1.0
CN(CCc1ccccn1)c1ncnc2[nH]ncc12,-3,1,-4,-3,5,0,7,-0.1,-2.1
O=C(CSc1nc2scc(-c3ccccc3)c2c(=O)[nH]1)N1CCOCC1,0,-2,9,-1,5,0,-24,0.3,-3.0
CC(=O)c1cccc(N(C(=O)c2ccco2)C(C(=O)NC2CCCC2)c2ccccc2F)c1 (stereo unspecified),-1,-3,-7,1,9,6,6,0.0,0.3
N#CCCn1cc(/C=N/O)c(-c2ccc(-c3ccccc3)cc2)n1,2,12,2,3,2,-8,6,-0.3,2.5
O=c1c2[nH]c3ccccc3c2ncn1CCN1CCOCC1,-1,-2,6,5,-4,8,16,0.2,1.4
CCN(C(=O)COc1cc(=O)n(CC)c2ccccc12)c1cccc(Cl)c1,-5,5,4,-2,6,5,-12,0.1,2.3
Cc1cc(NC(=O)C(C)SCC(=O)OCc2ccc([N+](=O)[O-])cc2)no1 (stereo unspecified),3,-1,-1,-6,-1,-11,1,0.0,-0.1
CN(C(=O)c1ccc(-c2ccccc2)cc1)C1CCCCC1,-1,2,7,2,-5,1,-20,0.1,4.3
CC(NC(=O)C1(C)CC1(Br)Br)C(C)(C)C (stereo unspecified),0,-1,-2,1,9,3,-11,0.1,3.7
CCOC(=O)C1=C(C)C(c2ccccc2OC)NC(=S)N1 (stereo unspecified),-3,3,6,-4,-1,-1,6,0.1,1.5
CCn1c(=O)c(-c2nc3ccccc3[nH]2)c(O)c2ccccc21,-2,-6,2,-10,-3,-3,36,0.8,1.9
Cc1ccc(NC(=O)CS(=O)CC(=O)N2CCN(C3CCCC3)CC2)cc1 (stereo unspecified),5,1,1,0,-1,1,-39,-0.1,-0.3
CCCCn1c(N)c(N(CC)C(=O)c2ccc(C#N)cc2)c(=O)[nH]c1=O,-2,6,-9,-3,10,3,-1,-0.1,1.8
CC(=O)Nc1ccc(O)cc1[N+](=O)[O-],-3,2,-10,0,1,7,-3,-0.1,1.8
Cc1ccc(C)n1CCN1CCN(C(=O)CSc2nc3ccccc3nc2N2CCOCC2)CC1,3,1,10,2,-5,-1,-3&-5,0.1,3.4
Cc1cc(F)ccc1NC(=O)c1ccc(NS(=O)(=O)c2cc(C(C)(C)C)ccc2C)cc1,0,3,20,2,2,3,-3,-0.1,4.5
CC(C)(C)C1CCC(CN2C(Nc3ccccc3)=NC[C@@H]2Cc2ccccc2)CC1 (stereo partly specified),nt,nt,nt,nt,5,-5,-5,0.5,nt
c1ccc2c(c1)NC1(CCCC1)n1c-2nc2ccccc21,3,2,-7,-1,2,3,-4,0.2,1.1
O=C(Nc1ccc(N2CCCCC2)cc1)c1ccc(F)cc1F,7,3,-4,-3,5,1,-25,-0.1,-3.1
COc1ccccc1Nc1ncc(C(=O)Nc2ccc(OC)c(OC)c2)c2ccccc12,2,2,4,2,-11,6,-4,0.1,0.4
CSc1ccccc1NS(=O)(=O)c1ccc2c(c1)OCCO2,-1,-5,-2,-5,-7,-1,7,0.0,-0.6
Clc1cc(Cl)c(OCc2nc(-c3ccccn3)no2)cc1Cl,-2,2,3,1,5,3,1,-0.1,1.5
COC(=O)c1ccc(CSc2nc(C)nc3c2c(=O)n(C)c(=O)n3C)o1,0,7,3,2,1,4,-4,0.1,1.6
CS(=O)(=O)N(CC(=O)N1CCCC1)c1ccccc1F,3,-2,6,3,-7,8,-7,-0.1,0.8
